Assay outcomes from PubChem BioAssay.
EPAC2 antagonist = qHTS for Antagonist of cAMP-regulated guanine nucleotide exchange factor 2 (EPAC2): primary screen | Rap guanine nucleotide exchange factor 4 (Homo sapiens), Q8WZA2 | EPAC2 GEF exchange of Rap1B-BODIPY-GDP, fluorescence | Potency, µM (series often up to 114 µM), inactives show at the highest dose activity, negative = inhibition, most hits filed as inhibitors | actives 0.18% (n = 360,000) | AID 720708, 2013; also: potency is read from the fitted curve at half-maximal effect; % is scaled to controls: 0 for no effect and ±100 for the full control effect; nearly all actives have a fitted effect of over 45% in size; many of its hits are not listed in these tables
FUS yeast rescue = qHTS for Suppressors of FUS Proteinopathy: Primary screen using FUS-linked yeast assay. actives 0.24% (n = 390,000). S. cerevisiae FUS-expressing, growth rescue, OD600, 24 h. AID 1347120, 2019. Potency, µM (titrated, usually from 76.6 µM), inactives show at the top dose growth rescue (activation), most hits filed as activators;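 also: potency is read from the fitted curve at half-maximal effect; plate controls were DMSO vehicle for no effect and reference control for full effect; nearly all actives have a fitted effect of over 55% in size; some results filed as inactive show a strong effect at the top dose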
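FUS-expressing yeast, raffinose-pregrown, induced in 2% galactose minimal medium at OD 0.005; compounds in a dilution series, 24hr at 30C. Growth restoration read as absorbance at 600 nm. CP55940 positive control, DMSO negative.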
aSyn yeast inh = qHTS of alpha-syn Inhibitors | Yeast expressing alpha-synuclein, growth rescue, BacTiter-Glo, 24 h | Potency, µM (titrated, usually from 46.1 µM), for the others: top-dose growth rescue (activation), actives largely listed as activators | actives 0.14% (n = 370,000) | AID 652106, 2013; also: potency is read from the fitted curve at half-maximal effect; % of control where 0% means no effect; nearly all actives have a fitted effect of over 65% in size
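Readout is rescue of growth in alpha-synuclein-expressing yeast, so inhibitors of toxicity appear as activators. Growth after 24 hr at 30 deg C in galactose medium is quantified by luminescence.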
Abeta yeast res = qHTS for compounds that reverse cellular toxicity of Amyloid beta (A-beta) peptide in yeast: Primary Screen; Potency, µM (titrated, usually from 46.1 µM), inactives show top-dose growth rescue, most hits filed as activators; actives 0.063% (n = 410,000); yeast expressing A-beta42, growth rescue, OD600, 48 h; response scale: 0% DMSO, 100% iron-clioquinol control; AID 1347071, 2019; also: potency is read from the fitted curve at half-maximal effect; nearly all actives have a fitted effect of over 55% in size
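Yeast A-beta toxicity model in growth medium with pinned compounds, 48 h at 30 C; growth read as absorbance at 600 nm. Normalized to FeCl3/clioquinol equimolar mix (positive) and DMSO (negative).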
D3 antag = qHTS of D3 Dopamine Receptor Antagonist: qHTS; D3R cells, DiscoveRx beta-arrestin luminescence, antagonist mode; active compounds read low; max response, negative = inhibition, %; actives 2.5% (n = 360,000); in the data active = max response below about -50%; inconclusive = no clear call, values can overlap the other calls; also: % is scaled to controls: 0 for no effect and ±100 for the full control effect; mostly tested at two doses, the higher about 12 µM
Target sequence (P35462 whole entry, looked up): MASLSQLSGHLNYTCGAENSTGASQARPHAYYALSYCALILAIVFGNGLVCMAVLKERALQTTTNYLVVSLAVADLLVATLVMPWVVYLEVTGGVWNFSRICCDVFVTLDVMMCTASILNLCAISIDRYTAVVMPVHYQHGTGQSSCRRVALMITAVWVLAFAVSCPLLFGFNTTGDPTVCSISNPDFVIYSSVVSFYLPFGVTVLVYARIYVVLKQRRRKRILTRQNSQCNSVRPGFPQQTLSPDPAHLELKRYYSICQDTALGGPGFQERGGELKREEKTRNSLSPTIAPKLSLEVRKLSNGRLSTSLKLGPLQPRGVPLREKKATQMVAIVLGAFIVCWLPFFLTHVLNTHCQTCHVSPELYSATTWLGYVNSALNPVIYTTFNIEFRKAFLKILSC
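Cells plated overnight at 1500 cells/well, then exposed to library compounds with dopamine controls for 90 minutes at 37 degrees C. DiscoveRx reagent added for 30–60 minutes at room temperature; luminescence read, quantitative HTS format.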
EPAC2 agonist = qHTS for Agonist of cAMP-regulated guanine nucleotide exchange factor 4 (EPAC2): primary screen. Rap guanine nucleotide exchange factor 4 (Homo sapiens), Q8WZA2. actives 0.079% (n = 360,000). Potency, µM (doses to about 154 µM), without a hit: at the top dose activation, most hits filed as activators. EPAC2 activation, biochemical qHTS; response scale: 100% = 6.5 mM cAMP response; also: potency is read from the fitted curve at half-maximal effect; nearly all actives have a fitted effect of over 50% in size
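Readout is BODIPY fluorescence (480 nm excitation, 540 nm emission), which falls as labeled GDP is exchanged off Rap1B. EPAC2 at 100 nM acted on 250 nM RAP1B-BODIPY-GDP with 50 uM GDP present.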
TDP-43 yeast inh = qHTS of TDP-43 Inhibitors; TDP-43 expressing yeast growth rescue, BacTiter-Glo, 24 h; Potency, µM (doses to about 46.1 µM), for the others: top-dose growth rescue (activation), hits mostly activators; actives 1.8% (n = 410,000); AID 652104, 2013; also: potency is read from the fitted curve at half-maximal effect; % of control where 0% means no effect; nearly all actives have a fitted effect of over 50% in size
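Cell-based yeast growth screen: TDP-43 expression induced in galactose, inoculum OD600=0.02 after raffinose pregrowth to mid-log. Read-out BacTiter-Glo luminescence at 24 hr, 30 deg C; inhibition of toxicity seen as signal increase.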
DRD3 agonist = qHTS of D3 Dopamine Receptor Agonist: qHTS; D(3) dopamine receptor (Homo sapiens), P35462; D3R DiscoveRx beta-arrestin cells, luminescence, 90 min; max activation, %; actives 0.58% (n = 410,000); in the data active = max activation above about 30%; also: 0% is about no effect; mostly tested at two doses, the higher about 12 µM
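Agonist mode: compounds and dopamine controls were applied to plated cells for 90 min at 37 degrees C after an overnight attachment at 1500 cells/well. Luminescent read-out followed 30 - 60 minutes at room temperature with DiscoveRx detection reagent.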
* marks the source's active call; other numbers are inactive results; ? = inconclusive; / = no result given; & = joins results of further samples; [ ] = dose if it differs, or a comment. Unless noted, calls follow the shape of the dose curve; as a rule, active = well fitted curve in the direction sought with a large enough effect; inconclusive = small, poorly fitted or top-dose-only effect, or another doubt; inactive = no such curve, though single readings can be large; an effect the other way counts as inactive or inconclusive. The list is partial (hit frequency here may not be typical).

nr | structure | EPAC2 antagonist | FUS yeast rescue | aSyn yeast inh | Abeta yeast res
1 | CCOc1ccc(NC(=O)CCc2nnc3ccc(N4CCC(C)CC4)nn23)cc1 | -8% | -9% | 9% | 9%
2 | Cc1csc(NC(=O)CNC(=O)OCc2ccccc2)n1 | 9% | 5% | 8% | 11%
3 | CSc1ccccc1C(=O)Nc1ccccc1C(=O)NC(C)C | 1% | 6% | 4% | 19%
4 | COc1ccc2c(CNCc3cccs3)c(C(=O)O)n(Cc3ccc(F)cc3Cl)c2c1 | / | 20% | / | -22%
5 | O=S(=O)(Nc1ccc(N2CCOCC2)cc1)c1c(F)cc(F)cc1Br | -11% | 3% | 22µM* | 10%
6 | O=C(Nc1ccccc1C(=O)OCc1cc(=O)n2ccsc2n1)c1ccccc1Cl | / | -12% | / | -19%
7 | O=C(N/N=C/C(Br)=C/c1ccccc1)c1cc(-c2ccco2)[nH]n1 | 5% | 10% | 0% | 8%
8 | NC(=S)NN=C(c1ccccc1)c1ccccc1 | 6% | -9% | -22% | ?
9 | C[C@@H]1CN([C@H](C)CO)C(=O)c2cc(NC(=O)Cc3cn(C)c4ccccc34)ccc2O[C@H]1CN(C)C(=O)Nc1ccc2c(c1)OCO2 | 7% | 32µM* | 2% | 2%
10 | CCN(CC)c1ccc(S(=O)(=O)N2CCOCC2)cc1NC(=O)Nc1ccccc1 | 7% | -9% | 5% | 1%
11 | Cc1nn(-c2ccccc2)c2sc(C(=O)NC3CC3)cc12 | 3% | 22% | -6% | 9%
12 | Nc1c(Cl)ncnc1N/N=C/c1ccccn1 | -2% | 3% | -32%[inhibitor] | -83%[inhibitor]
13 | N/C(=N\OC(=O)/C=C/c1ccccc1)c1ccncc1 | 4% | -45% | -5% | -3%
14 | Cc1cc(C)cc(C(=O)NCC(=O)OCC(=O)Nc2ccc(C)cc2Br)c1 | 8% | 11% | 7% | 11%
15 | Cc1ccc(NC(=O)CN2CCOCC2)cc1C | 13% | -8% | 9% | -9%

nr | D3 antag | EPAC2 agonist | TDP-43 yeast inh | DRD3 agonist
1 | 20 | -2% | 0% | -7
2 | -2 | -5% | 0% | 1
3 | 0 | 1% | 25% | 1
4 | / | / | -11% | -21
5 | 11 | 5% | ? | 2
6 | / | / | -4% | -4
7 | -5 | 3% | 6% | 2
8 | ? | 10% | 13µM* | -8
9 | -20 | -1% | 0% | 1
10 | -27 | 3% | 13% | -2
11 | -8 | -1% | 0% | 2
12 | -18 | 4% | -63%[inhibitor] | 4
13 | 2 | 6% | 0% | -1
14 | 1 | -6% | -11% | 1
15 | 20 | 10% | 4% | 0

Overlap with the part before: four entries, then new ones.
nr | structure | EPAC2 antagonist | FUS yeast rescue | aSyn yeast inh | Abeta yeast res
12 | Nc1c(Cl)ncnc1N/N=C/c1ccccn1 | -2% | 3% | -32%[inhibitor] | -83%[inhibitor]
13 | N/C(=N\OC(=O)/C=C/c1ccccc1)c1ccncc1 | 4% | -45% | -5% | -3%
14 | Cc1cc(C)cc(C(=O)NCC(=O)OCC(=O)Nc2ccc(C)cc2Br)c1 | 8% | 11% | 7% | 11%
15 | Cc1ccc(NC(=O)CN2CCOCC2)cc1C | 13% | -8% | 9% | -9%
16 | O=C(COC(=O)CCSc1ccccc1)Nc1ccc(F)cc1Cl | -14% | 18% | -3% | 8%
17 | COc1ccccc1NS(=O)(=O)c1ccc(NN=C2CCCC2)c([N+](=O)[O-])c1 | 1% | / | ? | 7%
18 | COc1ccc(NC(=O)CSc2ccc3nnc(-c4ccccn4)n3n2)c(OC)c1 | 4% | 25% | 0% | 4%
19 | C/C(CC(=O)Nc1cccc(Cl)c1Cl)=N\NC(=O)c1ccccc1C | 2% | 38% | 10% | 0%
20 | COc1cccc(Cn2c(=O)n(-c3cc(C)cc(C)c3)c(=O)c3oc4ccccc4c32)c1 | / | -1% | / | -12%
21 | COc1ccc(CNC(=O)CSCc2cnn(-c3ccccc3)c2-n2cccc2)cc1 | -7% | 36% | 11% | -6%
22 | Cc1ccccc1NC(=O)CCOc1ccccc1 | -3% | -11%&6% | 5% | -2%&-1%
23 | NC(=O)c1ccc(NC(=O)CSc2nnc(C3CCCCC3)n2N)cc1 | -1% | 10% | 1% | -6%
24 | COc1ccc(C=NCC2OCCc3ccccc32)cc1OC (stereo unspecified) | 11% | -12% | 4% | 4%
25 | Nc1nc(N(Cc2ccccc2)Cc2ccccc2)nc(C(F)(F)F)n1 | ? | 4% | -3%[1.84 µM] | 5%
26 | O=C(CC1C(=O)NCCN1Cc1ccccc1C(F)(F)F)NC1CCCCCC1 (stereo unspecified) | 25% | 50% | -1% | 5%
27 | CCOc1ccccc1NC(=O)CSc1nnc(CNC(=O)c2cc(OC)c(OC)c(OC)c2)o1 | 10% | -4% | -4% | 9%
28 | CCC(C)Sc1nc(C)nc2c1c(=O)n(C)c(=O)n2C (stereo unspecified) | -24% | -16% | 7% | -39%[inhibitor]
29 | CCOC(=O)N1CCC(NC(=O)c2cnn3ccccc23)CC1 | 1% | -22% | -2% | 3%
30 | Cc1cc(C(=O)OCC(=O)Nc2cc(S(=O)(=O)N3CCOCC3)ccc2Cl)c(C)o1 | -9% | 21% | -4% | -6%

nr | D3 antag | EPAC2 agonist | TDP-43 yeast inh | DRD3 agonist
12 | -18 | 4% | -63%[inhibitor] | 4
13 | 2 | 6% | 0% | -1
14 | 1 | -6% | -11% | 1
15 | 20 | 10% | 4% | 0
16 | -4 | 15% | -19%[0.397 µM] | 1
17 | -1 | 5% | 11% | 5
18 | 12 | -1% | 25% | 5
19 | 11 | -3% | -15% | 2
20 | / | / | -12% | 5
21 | -12 | 12% | ? | 2
22 | -2 | 12% | 12%&4% | -3&-2
23 | 12 | 5% | -5% | 4
24 | 0 | 2% | 1% | 0
25 | ? | 18% | -8% | -1
26 | -19 | -6% | -15% | -3
27 | -5 | 9% | 6% | 0
28 | 23 | 1% | 5% | 3
29 | 0 | 12% | 22% | 0
30 | -7 | 0% | 10% | 1

Next entries follow:
nr | structure | EPAC2 antagonist | FUS yeast rescue | aSyn yeast inh | Abeta yeast res
31 | CC(C)c1cc(C(=O)N2CCCC(CCC(=O)NCc3ccccc3F)C2)n(C)n1 (stereo unspecified) | 3% | 5% | -4% | -18%
32 | Cc1ccc(Sc2ccncc2S(N)(=O)=O)cc1 | -3% | / | -6% | 15%
33 | CCCC/C=C1/CCC(CN(C)C)C1=O (stereo unspecified) | -3% | / | 5% | -1%
34 | CCn1c(COc2cccc(OC)c2)nnc1SCC(=O)NCC1CCCO1 (stereo unspecified) | 5% | -10% | 2% | -5%
35 | COc1ccc(-c2csc3ncn(CC(=O)N4CCOCC4)c(=O)c23)cc1 | 5% | 20% | -2% | 10%
36 | COc1ccc(CN(C(=S)Nc2ccccc2)C2CC(=O)N(c3ccc(Cl)cc3)C2=O)cc1 (stereo unspecified) | -14% | 7% | -4% | ?
37 | COc1ccc(CCN2C(=O)c3ccccc3C2c2nnnn2-c2c(C)cccc2C)cc1OC (stereo unspecified) | 7% | ? | -2% | -6%
38 | CCc1cc2c(cc3c(=O)n(CC(=O)N4CCN(C)CC4)ncn32)s1 | 5% | -6% | 3% | 10%
39 | CCN(CC)c1ccc(N2C(=NC(=O)C3CCCO3)SC3CS(=O)(=O)CC32)cc1 (stereo unspecified) | 4% | 6% | 5% | 16%
40 | Cc1ccc(CNC(=O)CN(C(=O)C2(C)CC(=O)N=C3C=CC=CN32)c2ccccc2F)cc1 (stereo unspecified) | 12% | 36% | -3% | -2%
41 | COc1ccccc1OC(C)C(=O)NNC(=S)NC1CCCC1 (stereo unspecified) | 1% | 12% | -1% | -5%
42 | Cc1ccc(C(C(=O)NC2CCCCC2)N(C(=O)c2csnn2)C2CC2)cc1 (stereo unspecified) | 1% | 5% | 0% | 3%
43 | O=C(Nc1nnc(Cc2ccccc2)s1)c1cccnc1 | 20% | 1% | 2% | -7%
44 | Cn1nnc2cc(C(=O)Nc3ccc(Cl)cc3)ccc21 | -13%[57.1 µM] | -27% | -7% | -14%
45 | O=C(Nc1ccc(F)cc1)C1CCCN(S(=O)(=O)c2ccc(-n3cnnn3)cc2)C1 (stereo unspecified) | 4% | -9% | -1% | -6%

nr | D3 antag | EPAC2 agonist | TDP-43 yeast inh | DRD3 agonist
31 | 4 | -6% | 7% | 1
32 | 7 | 0% | 3% | 6
33 | 2 | 2% | 10% | 6
34 | 8 | 6% | -12% | 1
35 | 6 | 8% | 8% | 2
36 | -24 | ? | 13% | -8
37 | ? | 11% | 17% | -5
38 | 5 | 1% | ? | 3
39 | 11 | 3% | 1% | 1
40 | -24 | 6% | -2% | -5
41 | 3 | -1% | 11% | -3
42 | 5 | 11% | -20% | 7
43 | 15 | -2% | -7% | 5
44 | -6 | -4% | ? | -5
45 | 9 | -8% | -11% | 12

The list goes on:
nr | structure | EPAC2 antagonist | FUS yeast rescue | aSyn yeast inh | Abeta yeast res
46 | O=C1CC(c2ccco2)Cc2c1cnn2-c1nc2ccccc2s1 (stereo unspecified) | 2% | -31% | -1% | -10%
47 | CC(C)Cn1cnc2c1c(=O)n(CC(=O)O)c(=O)n2Cc1ccccc1 | 7% | -1% | 3% | 6%
48 | CC1(C(=O)O)CCC(C(N)=O)C1(C)C (stereo unspecified) | 3% | -8% | 0% | -10%
49 | Cc1cccc(CSc2nnc3[nH]c(=O)cc(-c4ccccc4)n23)c1 | / | 21% | / | -6%
50 | Cc1ccc(C(=O)Nc2ccc3c(c2)C(=O)NC3=O)cc1 | 1% | -24% | -3% | -14%
51 | Cn1c(=O)c(=O)n(C)c2cc(S(=O)(=O)CCC(=O)N3CCCCC3)ccc21 | -1% | -11% | -2% | -4%

nr | D3 antag | EPAC2 agonist | TDP-43 yeast inh | DRD3 agonist
46 | 7 | 1% | 17% | -1
47 | 7 | 0% | 21% | 4
48 | 8 | -2% | -2% | -2
49 | / | / | 0% | -2
50 | -3 | 10% | 20% | 0
51 | 2 | ? | 10% | -4
